CendR NRP1 mod – NRP-1/CendR interaction modulation; 0.85% of 360,000 active; AID 602438; inhibition, % at 25 µM; FAM-RPARPAR peptide binding to NRP-1, fluorescence polarization; O14786;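 active means inhibition or corrected inhibition above about 18%, plus a signal ratio from 0.5 to 1.5, limit read from the data, passing the limit was not always enough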; further: strong numbers were not always called active
Target sequence (O14786 whole entry, looked up): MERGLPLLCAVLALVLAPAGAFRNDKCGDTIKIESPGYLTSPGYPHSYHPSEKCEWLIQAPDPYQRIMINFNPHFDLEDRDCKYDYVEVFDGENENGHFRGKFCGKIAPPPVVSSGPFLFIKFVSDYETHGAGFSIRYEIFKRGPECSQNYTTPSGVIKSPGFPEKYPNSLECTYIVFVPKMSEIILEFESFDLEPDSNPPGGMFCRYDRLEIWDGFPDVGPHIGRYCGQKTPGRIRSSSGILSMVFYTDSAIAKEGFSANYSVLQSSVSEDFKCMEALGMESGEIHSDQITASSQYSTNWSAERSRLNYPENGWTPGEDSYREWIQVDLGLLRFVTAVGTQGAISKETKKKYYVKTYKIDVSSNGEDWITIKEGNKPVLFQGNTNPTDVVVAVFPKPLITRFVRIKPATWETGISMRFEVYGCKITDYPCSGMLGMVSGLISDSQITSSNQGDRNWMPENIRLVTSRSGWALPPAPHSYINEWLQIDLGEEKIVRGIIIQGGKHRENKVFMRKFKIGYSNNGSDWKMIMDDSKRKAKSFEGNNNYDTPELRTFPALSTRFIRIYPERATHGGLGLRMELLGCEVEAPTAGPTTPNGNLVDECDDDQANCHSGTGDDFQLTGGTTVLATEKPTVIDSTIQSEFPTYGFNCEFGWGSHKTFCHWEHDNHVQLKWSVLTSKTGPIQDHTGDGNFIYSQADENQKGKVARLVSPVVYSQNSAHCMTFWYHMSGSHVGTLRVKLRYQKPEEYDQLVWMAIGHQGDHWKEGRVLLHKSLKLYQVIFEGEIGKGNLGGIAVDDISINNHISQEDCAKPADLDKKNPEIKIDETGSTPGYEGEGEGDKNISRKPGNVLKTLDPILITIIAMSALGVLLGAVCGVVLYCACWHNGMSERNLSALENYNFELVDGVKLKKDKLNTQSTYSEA
FAS-TE inh – inhibitors of human fatty acid synthase thioesterase domain. AID 602261. inhibition, % at 15 µM. P49327. recombinant FAS-TE, OMFH fluorogenic substrate, fluorescence endpoint. 0.67% of 360,000 active;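 active means compounds whose normalised, plate-corrected inhibition of enzyme fluorescence in the single-dose primary screen is 50% or more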;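 further: 0% = DMSO with enzyme and 100% = substrate without enzyme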
MLLE-PAM2 inh – blocks PAM2 peptide binding to the PABP1 MLLE domain; P11940; GST-MLLE / FITC-PAM2 fluorescence polarization; inhibition, % at 20 µM; 0.36% of 360,000 active; in the data active means inhibition above about 35%, passing the limit was not always enough;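 further: plate controls were DMSO wells with GST-MLLE for no effect and wells lacking GST-MLLE protein for full effect; some results filed as inactive read as strong as hits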
bovine MsrA act – bovine methionine sulfoxide reductase A activation. purified bovine MsrA, absorbance read-out. activation, % at 10.6 µM. 0.3% of 360,000 active; in the data active means activation above about 7.5%;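 further: 0% = vehicle and 100% = reference activator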
MsrA inh – bovine MsrA inhibition. purified bovine MsrA, absorbance read-out. inhibition, % at 15.5 µM. 0.75% of 360,000 active. AID 651718; in the data active means inhibition above about 4.5%;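 further: 0% = vehicle wells with enzyme and 100% = reference inhibitor wells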
eLon inh – inhibitors of E. coli Lon protease; 0.42% of 360,000 active; P0A9M0; inhibition, % at 7.94 µM; purified E. coli Lon protease, fluorescence polarization; AID 602123; in the data active means inhibition above about 13%, passing the limit was not always enough;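 further: 0% = enzyme with probe and DMSO and 100% = no enzyme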
SKN-1 inh – blocks SKN-1 activity in C. elegans. C. elegans VP596 Pgst-4::GFP/RFP ratio, acrylamide-induced, 24 h. inhibition, % at 21.8 µM. 0.49% of 360,000 active. AID 624304;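 active means interference check ratio from 0.5 to 1.5 plus GFP to RFP signal ratio inhibition reaching or exceeding a fixed threshold, cut at about 30% in these data, passing the limit was not always enough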; further: some compounds called inactive have numbers as strong as hits
MT1-MMP act inh – blocks activation of human MT1-MMP. HT1080 RFP-PRO-GFP cells, GFP/RFP ratio fluorescence, overnight; percent of plate control window, DMSO zero. P50281. GFP/RFP ratio change, % at 20 µM. 0.061% of 360,000 active;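 active means GFP/RFP ratio change of at least 30% with cell ATP level not reduced by more than half and red fluorescence within 50% of control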; further: strong numbers were not always called active
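Assay system: HT1080 RFP-PRO-GFP cells | Dosing: 20 µM single dose, 1% DMSO | Incubation: Cells overnight before dosing, compound overnight, 37 °C, 5% CO2 | Evaluation: GFP/RFP fluorescence ratio | Control set: DMSO-only wells and HT1080 RFP-L50D-GFP cell wells as references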
Tb MetRS inh – blocks T. brucei methionyl-tRNA synthetase activity; purified T. brucei MetRS, ATP depletion, Kinase-Glo luminescence; 0.4% of 360,000 active; inhibition, % at 11.9 µM; AID 624268;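 active means inhibition above a per-plate cutoff of the control wells' mean inhibition plus 3 SD, cut at about 5.5% in these data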;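 further: 0% = DMSO wells median and 100% = median of wells with control inhibitor compound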
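technique = Kinase-Glo luminescence, ATP depletion format | system = purified MetRS (methionyl-tRNA synthetase) enzyme from Trypanosoma brucei | timing = 15 min preincubation, 2 h reaction, all 25 °C | evaluation = percent inhibition versus plate control medians | dosing = single dose, 11.9 µM final nominal, 0.9% final DMSO | also added = substrates ATP, L-methionine and bulk Escherichia coli tRNA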
Numbers without * were called inactive; · = no result given. Not a hit list, and some 4% of all compounds hit somewhere here.

SMILES	CendR NRP1 mod	FAS-TE inh	MLLE-PAM2 inh	bovine MsrA act	MsrA inh	eLon inh	SKN-1 inh	MT1-MMP act inh	Tb MetRS inh
CCOC(=O)C1C(=O)CC(C)(O)C(C(=O)OCC)C1c1cccc(OC(F)(F)C(F)F)c1 (stereo not given)	10	2	11	-1	1.0	-13	-5	-3	-0.8
Cc1nn(Cc2nc(-c3cccs3)no2)c(C)c1Br	7	17	-2	-2	0.3	-2	2	-1	0.7
Cc1cc(=O)[nH]c(SCC(=O)N2CCCC2)n1	4	-4	9	-4	0.7	2	-6	1	-0.5
Cc1cc(Cn2nc(C(=O)NCC3CC3)cc2-c2ccccc2)on1	3	-8	4	0	0.0	12	-1	1	-0.3
CNC(=S)N/N=C/c1c(C)c(C(=O)c2ccc(F)cc2)n2ccccc12	-11	6	13	-11	1.2	4	17	3	-1.7
O=C(COC(=O)CNC(=O)c1ccccc1F)NC12CC3CC(CC(C3)C1)C2	-1	-6	-2	-5	0.6	-11	2	1	-0.2
CCCCSc1nc2c([nH]1)c(=S)n(C)c(=O)n2C	9	-4	-152	-6	1.6	-5	5	11	-0.1
CCc1c(O)nc(SCC(=O)Nc2ccc(Br)cc2)n(-c2ccc(C)cc2)c1=O	-12	-10	3	-2	2.8	-4	4	-2	6.4*
COc1ccccc1CN(C)C(=O)c1cc2ccccc2o1	-2	3	6	-4	-0.3	1	1	0	0.2
COc1cc(/C=N\NC(=O)c2nonc2N)c(OC)cc1Br	7	-12	4	-2	1.4	8	9	5	-0.3
Cc1ccc(NNC2CC(=O)N(c3cccc(Cl)c3)C2=O)cc1 (stereo not given)	-6	7	9	-7	1.3	-2	-5	-5	-1.3
O=C(Nc1cc(C(F)(F)F)ccc1N1CCOCC1)c1ccco1	17	-4	1	-6	0.4	7	2	-7	-0.6
Cc1nn(C(=O)c2ccoc2C)c(N)c1-c1ccccc1	8	9	-1	-1	0.7	8	4	0	1.8
CC(=O)C1=C(C)N(Cc2ccccc2)C(=O)N[C@H]1c1ccco1	-34	-6	-11	-2	-0.3	-2	-5	-5	-0.3
O=C(O)c1nccnc1C(=O)Nc1ccc(Cl)cn1	-4	-4	-111	-5	-1.3	1	4	0	-0.9
O=C(c1ccc2c(=O)n(-c3ccccc3)c(=S)[nH]c2c1)N1CCN(c2ccccc2)CC1	-11	-5	26	-2	0.1	-5	15	3	-0.4
O=C(Cn1cc2c(n1)CCCC2)NC1CCCCCC1	0	2	2	-2	-1.6	-1	-2	2	-1.1
COc1ccc(-c2nc3ccc(Br)cn3c2Cc2ccsc2)cc1OC	-23	-9	-30	-5	0.8	-12	10	4	-0.8
Cc1ccc(/C=N/Nc2ccc(Cl)nn2)cc1	10	-3	-6	2	1.1	-8	5	1	-0.2
CCOC(=O)c1[nH]c(C(=O)O)c(OC(=O)CC)c1C	5	-11	-1	-12	0.9	4	-5	·	-1.7
Cc1ccc(S(=O)(=O)NCCCN2CCOCC2)c(C)c1	-3	-7	-3	-1	0.2	5	4	2	0.3
CCN(CC)S(=O)(=O)c1ccc(N2CCCC2)c(NS(=O)(=O)c2cccs2)c1	18	6	8	-5	1.2	2	11	0	-0.6
O=C(CN1CCN(c2ccc(Cl)cc2)CC1)c1ccccc1	10	-4	-1	-2	0.2	-9	0	-2	-0.5
COCCNC(=O)c1ccc(CS(=O)(=O)c2ccc(Cl)cc2)o1	16	-7	-5	1	-0.8	-10	2	3	-0.4
O=[N+]([O-])c1ccc(N2CCN(c3ccc(F)cc3)CC2)nc1	3	10	5	-5	0.9	-2	3	4	-1.2

Taken from the entries so far, 3 compounds:
SMILES	CendR NRP1 mod	FAS-TE inh	MLLE-PAM2 inh	bovine MsrA act	MsrA inh	eLon inh	SKN-1 inh	MT1-MMP act inh	Tb MetRS inh
Cc1cc(Cn2nc(C(=O)NCC3CC3)cc2-c2ccccc2)on1	3	-8	4	0	0.0	12	-1	1	-0.3
CNC(=S)N/N=C/c1c(C)c(C(=O)c2ccc(F)cc2)n2ccccc12	-11	6	13	-11	1.2	4	17	3	-1.7
O=C(COC(=O)CNC(=O)c1ccccc1F)NC12CC3CC(CC(C3)C1)C2	-1	-6	-2	-5	0.6	-11	2	1	-0.2

(cont.)
SMILES	CendR NRP1 mod	FAS-TE inh	MLLE-PAM2 inh	bovine MsrA act	MsrA inh	eLon inh	SKN-1 inh	MT1-MMP act inh	Tb MetRS inh
Cc1cc(C)c(S(=O)(=O)c2ccccc2C)c(OCCN(C)C)n1	9	-2	7	-2	-1.8	-7	8	1	-0.8
COc1ccc2ccc3c(c2c1)N=CC1(O3)N(C)c2ccccc2C1(C)C (stereo not given)	16	30	34	-2	·	-5	-2	2	0.7
Cc1cccc(OCC(=O)Nc2nonc2NC(=O)COc2cccc(C)c2)c1	-17	0	9	-3	0.7	-2	5	7	-0.2
CC1=C(C(=O)N(C)C)CC(CC(=O)NCCc2ccccn2)C(=O)N1CCCN1CCCC1=O (stereo not given)	11	-8	-5	-1	-1.3	-2	6	3	-0.9
Cc1cc2ccccn2c1C(=O)c1nc(NCc2ccco2)ncc1Cl	6	27	6	-2	2.1	4	3	-1	-0.2
COc1ccc(C2=Nc3ccc(C)cc3C(c3ccccc3)N2CC(=O)NN)cc1 (stereo not given)	-32	-9	1	-2	1.8	-3	3	0	0.0
CCOC(=O)N1CCN(C(=O)C(=O)Nc2sc3c(c2C(=O)O)CC(C)(C)OC3)CC1	4	-7	-3	0	1.7	-1	9	-4	-0.7
Cc1ccccc1COc1ccc(/C(O)=C2/C(=O)C(=O)N(CCCn3ccnc3)C2c2ccco2)cc1 (stereo not given)	-21	-3	-2	-5	0.3	4	4	5	-0.8
CC(=O)N1CCN(C2=NC(=O)C(=C3CCCCC3)S2)CC1	21	-2	-7	-4	2.2	-3	1	-1	-0.2
Cc1ccccc1Cn1c(=O)n(CCCC(=O)NCc2ccco2)c(=O)c2ccccc21	1	-1	-6	-3	-0.4	-3	-20	3	-0.6
COc1cc(CNCCO)cc(Br)c1OCc1ccccc1Cl	-17	0	-5	-3	-1.4	-1	-3	2	-0.6
Cc1ccc(N(Cc2cc(=O)[nH]c3ccccc23)C(=O)CCl)c(C)c1	-12	-3	-5	-1	-0.7	0	22	-19	0.6
COc1ccc(Cl)c2sc(N3CCN(C(=O)C4=COCCO4)CC3)nc12	3	-5	12	-5	2.4	-15	-24	2	0.3
COc1ccc(S(=O)(=O)N2CCOCC2)cc1NC(=O)c1ccc(S(=O)(=O)N2CCCCC2)cc1	6	27	-20	-5	0.7	-2	10	2	0.1
CCN(CC)c1ccc2nc3ccccc3[n+](CC)c2c1	16	-1	-113	34*	·	0	83	80	-2.1
COC(C(=O)Nc1ccnn1C1CCN(Cc2ccc(C)o2)CC1)c1ccccc1 (stereo not given)	6	-1	-4	-12	-0.3	-4	4	0	-0.5
CN(C)CC/C=C1\c2ccc(F)cc2Sc2cc(F)c(Cl)cc21	4	13	5	0	-1.7	-13	-27	-5	0.0
COc1ccccc1CC(=O)N1CCN(c2ccc([N+](=O)[O-])cc2)CC1	0	5	-5	-2	2.3	7	3	-2	0.5
COc1cc2c(cc1OC)C(C)N(C(=O)c1cc(Cl)nc(Cl)c1)CC2 (stereo not given)	7	3	7	-9	-1.1	6	6	0	-1.8
COc1ncnc2c1ncn2CCCN1CCN(C(=O)C2CC2)CC1	-6	-4	12	-3	1.3	-3	2	2	-0.9
CCOC(=O)c1cc(S(=O)(=O)Nc2cccc(OC)c2)cn1C	5	-2	-9	-2	1.6	3	20	-4	-0.2
CNc1c([N+](=O)[O-])cnn1-c1ccc(Cl)cc1Cl	8	-9	3	-8	0.9	-6	3	3	-1.3
O=C(Nc1ncccc1O)c1cccc(S(=O)(=O)N2CCCc3ccccc32)c1	4	-13	8	-2	-0.3	8	13	2	-0.3
O=C(CN1C(=O)CCC1=O)Nc1nc(-c2ccc(Cl)s2)cs1	1	-4	-12	-2	0.8	-4	-4	2	-0.5
C=CCOc1ccccc1CN1CCC(C(=O)Nc2cccc(-c3ccn[nH]3)c2)CC1	-7	-4	19	-2	-0.2	-1	19	4	-0.3
Further records follow:
SMILES	CendR NRP1 mod	FAS-TE inh	MLLE-PAM2 inh	bovine MsrA act	MsrA inh	eLon inh	SKN-1 inh	MT1-MMP act inh	Tb MetRS inh
CCCc1nc2ccccc2c(=O)n1/N=C/c1ccccc1O	-30	6	-2	0	0.6	3	21	2	-0.7
O=c1[nH]c(SCc2ccccc2)nc2ccsc12	1	-2	4	-2	0.4	1	9	-2	-0.3
COC(=O)[C@@]1(Cc2ccc(F)cc2)[C@H]2c3cc(C(=O)N(C)C)n(Cc4ccc(C)c(F)c4F)c3C[C@H]2CN1C(=O)c1ccccc1	-1	34	·	-4	0.0	2	4	-15	-0.8
CC(C)N(C(=O)[C@H]1C[C@H](CC(=O)NCCC2=CCCCC2)C(=O)N2CCc3c([nH]c4cc(CCC(=O)N(C)C)ccc34)[C@]12C)C(C)C	-2	-9	-12	-1	1.1	1	14	0	0.8
Cc1cccc(NC(=O)c2cc(S(=O)(=O)N3CCOCC3)cn2C)c1C	4	0	2	-1	-0.5	0	1	-1	0.0
OCCC1CN(CCCc2ccccc2)CCN1CCc1ccccc1 (stereo not given)	-10	-2	3	-2	1.4	-2	4	-3	1.0
CC(C)Oc1ccc(CNC(=O)CCC(=O)N2CC(C)Sc3ccccc32)cc1 (stereo not given)	-4	4	-6	-10	-0.1	-9	-15	·	2.6
CSc1n[nH]c(N)c1S(=O)(=O)c1ccc(Cl)cc1	8	-8	-10	-2	1.0	-2	-3	2	-0.3
CC(NC(=O)c1ccccc1)C(=O)OCC(=O)N1c2ccccc2Sc2ccccc21 (stereo not given)	3	5	-10	-3	-0.5	-1	4	0	0.5
Cc1cc2nc(SCC(=O)N(C)C)c3c(c2cc1C)CCCC3	-22	8	-14	-4	0.6	-5	13	-10	-0.3

Gathered by group, the compounds so far with a furan ring, fused or not.
SMILES	CendR NRP1 mod	FAS-TE inh	MLLE-PAM2 inh	bovine MsrA act	MsrA inh	eLon inh	SKN-1 inh	MT1-MMP act inh	Tb MetRS inh
COc1ccccc1CN(C)C(=O)c1cc2ccccc2o1	-2	3	6	-4	-0.3	1	1	0	0.2
O=C(Nc1cc(C(F)(F)F)ccc1N1CCOCC1)c1ccco1	17	-4	1	-6	0.4	7	2	-7	-0.6
Cc1nn(C(=O)c2ccoc2C)c(N)c1-c1ccccc1	8	9	-1	-1	0.7	8	4	0	1.8
CC(=O)C1=C(C)N(Cc2ccccc2)C(=O)N[C@H]1c1ccco1	-34	-6	-11	-2	-0.3	-2	-5	-5	-0.3
COCCNC(=O)c1ccc(CS(=O)(=O)c2ccc(Cl)cc2)o1	16	-7	-5	1	-0.8	-10	2	3	-0.4
Cc1cc2ccccn2c1C(=O)c1nc(NCc2ccco2)ncc1Cl	6	27	6	-2	2.1	4	3	-1	-0.2
Cc1ccccc1COc1ccc(/C(O)=C2/C(=O)C(=O)N(CCCn3ccnc3)C2c2ccco2)cc1 (stereo not given)	-21	-3	-2	-5	0.3	4	4	5	-0.8
Cc1ccccc1Cn1c(=O)n(CCCC(=O)NCc2ccco2)c(=O)c2ccccc21	1	-1	-6	-3	-0.4	-3	-20	3	-0.6
COC(C(=O)Nc1ccnn1C1CCN(Cc2ccc(C)o2)CC1)c1ccccc1 (stereo not given)	6	-1	-4	-12	-0.3	-4	4	0	-0.5
